p47phox inh = inhibitors of human p47phox binding. 220,000 tested, 0.53% active. inhibition, % at 24.7 µM. P14598. p47phox/p22phox peptide binding, fluorescence polarization, 2 h;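 active = inhibition above about 30%, limit read from the data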;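 also: 0% = p47phox with labelled peptide and 100% = labelled peptide alone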
Target sequence (P14598 whole entry, looked up): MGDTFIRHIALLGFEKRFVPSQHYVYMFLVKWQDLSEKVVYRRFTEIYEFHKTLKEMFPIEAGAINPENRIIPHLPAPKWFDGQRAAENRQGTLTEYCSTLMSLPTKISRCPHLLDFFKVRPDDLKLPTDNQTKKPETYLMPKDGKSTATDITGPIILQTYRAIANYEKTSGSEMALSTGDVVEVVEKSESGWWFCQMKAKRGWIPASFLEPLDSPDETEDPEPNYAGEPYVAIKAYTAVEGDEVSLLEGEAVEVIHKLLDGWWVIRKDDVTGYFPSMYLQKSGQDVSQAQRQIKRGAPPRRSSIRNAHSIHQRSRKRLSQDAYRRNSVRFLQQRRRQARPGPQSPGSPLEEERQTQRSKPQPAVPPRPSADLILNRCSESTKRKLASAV
TRPML3 ag = human mucolipin-3 channel agonism; Q8TDD5; 220,000 tested, 0.29% active; HEK293 TRPML3-YFP, Fluo-8 calcium fluorescence; 100% = the carbachol control signal; activation, % at 3 µM; AID 1448;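 active = activation above its plate's cutoff, the mean activation of the plate's test wells plus 3 SD, cut at about 12% in these data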;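 also: 0% = DMSO only wells and 100% = carbachol wells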
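Material: TRPML3-YFP stable HEK293 cells | Dosing: One concentration, 3 µM nominal, 0.3% DMSO | Timing: 125 s total fluorescence read per well | Technique: Fluo-8 calcium dye fluorescence, ex 470-495, em 515-575 nm | Measure: Percent activation from peak-to-basal fluorescence ratio, scaled between DMSO and carbachol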
EBV gp42 block = blocks Epstein-Barr virus glycoprotein 42 binding; Fluorescence polarization binding assay, mP read-out; inhibition, % (tested at 21.74 µM); 220,000 tested, 0.42% active; in the data active = inhibition above about 50%
Target sequence (Q1HVG2 whole entry, looked up): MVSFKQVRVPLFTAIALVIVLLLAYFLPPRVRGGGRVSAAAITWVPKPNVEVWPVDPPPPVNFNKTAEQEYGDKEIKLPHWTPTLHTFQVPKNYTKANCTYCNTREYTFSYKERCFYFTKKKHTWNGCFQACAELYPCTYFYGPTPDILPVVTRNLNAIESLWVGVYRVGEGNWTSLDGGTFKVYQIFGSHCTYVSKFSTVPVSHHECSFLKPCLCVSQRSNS
TRPN1 ag = activates the zebrafish TRPN1 channel. AID 1424. activation, % at 3 µM. 220,000 tested, 0.18% active. HEK293 zebrafish TRPN1-YFP, Fluo-8 calcium fluorescence; 100% = response to 87 µM carbachol;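 active = activation above its plate's cutoff, the mean activation of test wells on that plate plus 3 SD, cut at about 19% in these data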;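 also: 0% = DMSO alone and 100% = 87 µM carbachol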
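Material – zebrafish TRPN1-YFP in HEK293 cells · Doses – 3 µM single point · Schedule – dye 1 h 37 °C plus 30 min RT · Signal – Fluo-8 calcium fluorescence, excitation 470-495 nm, emission 515-575 nm · Read-out – % activation versus carbachol response · Control set – carbachol high, DMSO low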
TNF necrop inh = inhibitors of TNF-alpha induced necroptosis in Jurkat FADD-/- cells. AID 463075. activation (protection from cell death), % at 10 µM. 220,000 tested, 0.068% active. Jurkat FADD-/- TNF necroptosis rescue, ATP luminescence, 24 h; 0 = TNF only, 100 = no-TNF cells;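 active = activation, meaning protection from cell death, of at least 50% relative to plate controls; inactive = activation below 50%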;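 also: necroptosis triggered by 40 ng/mL TNF-alpha added together with compound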
CHOP inh = blocks CHOP induction under ER stress | inhibition, % at 10 µM | 220,000 tested, 3.8% active | CHO-K1 CHOP-promoter luciferase, tunicamycin-induced, 15-18 h | AID 2732;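 active = compounds that reduced the stress-induced luciferase reporter signal by more than about 70% of percent inhibition, limit read from the data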;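 also: 0% = tunicamycin plus vehicle and 100% = wells without tunicamycin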
Mdm2 ligase inh = Mdm2 E3 ligase (human) inhibition; signal enhancement, % at 5 µM; cell-based MDM2 ubiquitination luciferase reporter, 2 h; 0 = plate control, 100 = twice control, blank-subtracted; 210,000 tested, 0.11% active; Q00987;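 active = signal enhancement of 30% or more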;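 also: luminescence tracks abundance of the self-degrading MDM2-luciferase fusion protein; higher signal means inhibition of MDM2 E3 ligase activity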
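System: stable MDM2–luciferase fusion reporter cells / Input: 2000 cells seeded into each well / Schedule: 4 h settle plus 2 h compound, 37 °C / Compound: single-point 5 µM / Buffer or medium: cells held in DMEM / Benchmarks: control and blank well means / Evaluation: percent signal gain over controls, blank-subtracted / Measured by: luciferase luminescence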
Runt-SMMHC FRET = Runt domain-CBFb-SMMHC interaction inhibition; 220,000 tested, 0.74% active; inhibition, % at 20 µM; Q01196+Q13951; Cerulean-Runt/Venus-CBFb-SMMHC FRET ratio 530/480, 1 h;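 active = mean inhibition across duplicate retests at 20 µM reaching about 50%, limit read from the data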;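 also: 0% = DMSO wells and 100% = wells with excess untagged CBFb-SMMHC; inhibitors lower the FRET ratio by blocking Runt binding to CBFb-SMMHC; some results filed as inactive read as strong as hits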
PPC-1+TRAIL kill = compounds killing PPC-1 cancer cells with TRAIL present (potentiator screen, no TRAIL-free arm). PPC-1 cells + TRAIL, ATPLite viability luminescence. cell killing (% activity), % at 4 µM. 220,000 tested, 0.41% active. AID 1443;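 active = cell killing above 50% in the first pass at 4 µM, then a duplicate retest at 5 µM averaging 50% or more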;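 also: plate controls were cells with TRAIL plus DMSO for no effect and medium-only wells lacking cells for full effect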
* hit, by the source's call; · = not tested or not shown; [ ] = dose if it differs, or a comment.

SMILES,p47phox inh,TRPML3 ag,EBV gp42 block,TRPN1 ag,TNF necrop inh,CHOP inh,Mdm2 ligase inh,Runt-SMMHC FRET,PPC-1+TRAIL kill
O=C(NC1CC1)C1=C[C@H](c2ccccc2)C[C@H](OCc2ccc(CO)cc2)O1,·,0.7,-10,1.1,-0.6,-4,·,-2,4
COc1ccc(NC(=O)CSc2nncn2C)cc1OC,-10,1.1,-19,-0.7,-0.9,6,-1,0,22
O=C(NNc1cc(N2CCOCC2)nc(N2CCOCC2)n1)C12CC3CC(CC(C3)C1)C2,-10,0.2,5,0.2,0.6,-15,-2,-1,18
O=C(CCC(=O)N(CC(=O)NC1CCCCC1)c1ccc2c(c1)OCCO2)Nc1ccccn1,-4,-0.2,-5,0.3,-3.6,28,-12,·,·
N#Cc1cc(Oc2ccc(Cl)cc2)c(N2CCOCC2)cc1C#N,1,-1.1,-23,-0.5,-0.6,-3,-2,·,·
CCOC(=O)C1CCN(c2ccc([N+](=O)[O-])cc2)CC1,2,4.6,-9,3.8,-0.3,10,-13,-3,4
CC(=O)/C=C(\C)N=Nc1c(O)[nH]c2ccccc12,-22,-0.5,-14,-2.0,-4.7,-12,-13,-8,5
CC(C(=O)Nc1cc(C(F)(F)F)ccc1N1CCOCC1)N1C(=O)C2CC=CCC2C1=O (configuration not stated),3,0.8,0,1.8,-3.1,-4,-4,-48,19
Cc1ccc(S(=O)(=O)N2CCOCC2)cc1C(=O)OC1CCCCC1=O (configuration not stated),-4,1.0,-3,-0.6,0.7,3,2,-2,10
COc1ccc(N(CC(=O)NCc2ccco2)S(C)(=O)=O)c(OC)c1,1,0.7,-13,0.4,0.0,25,2,1,12
N#CCSc1nnc(-c2cnccn2)n1Cc1ccccc1,-16,-0.3,-13,-0.3,0.8,6,·,6,-11
CCc1cc2ccc(OC)cc2nc1SCC(=O)NNC(C)=O,-15,-0.2,-5,-0.1,0.4,5,-6,3,3

Entries shown so far that have an aryl methoxy group, in the order listed:
SMILES,p47phox inh,TRPML3 ag,EBV gp42 block,TRPN1 ag,TNF necrop inh,CHOP inh,Mdm2 ligase inh,Runt-SMMHC FRET,PPC-1+TRAIL kill
COc1ccc(NC(=O)CSc2nncn2C)cc1OC,-10,1.1,-19,-0.7,-0.9,6,-1,0,22
COc1ccc(N(CC(=O)NCc2ccco2)S(C)(=O)=O)c(OC)c1,1,0.7,-13,0.4,0.0,25,2,1,12
CCc1cc2ccc(OC)cc2nc1SCC(=O)NNC(C)=O,-15,-0.2,-5,-0.1,0.4,5,-6,3,3

(more compounds)
SMILES,p47phox inh,TRPML3 ag,EBV gp42 block,TRPN1 ag,TNF necrop inh,CHOP inh,Mdm2 ligase inh,Runt-SMMHC FRET,PPC-1+TRAIL kill
COCc1cc(C)n(CC(=O)Nc2ccccc2C(=O)OC)c(=O)c1C#N,-10,0.3,-19,0.0,-2.2,6,-14,0,2
COc1ccccc1/C=N/NC(=O)c1ccc(N(C)S(=O)(=O)c2ccccc2)cc1,-15,-0.1,-10,0.4,1.0,59,-24,-1,8
CC(C)c1nnc(NC(=O)C2CCN(c3cnccn3)CC2)s1,8,0.4,-7,0.0,2.4,11,-4,3,15
Cc1ccsc1S(=O)(=O)N1CCC(CO)(CC2CCCCO2)CC1 (configuration not stated),4,-0.1,-12,1.6,0.8,27,-8,2,22
COC(=O)C1=C(C)N(CC2CCCO2)C(=O)C1 (configuration not stated),-8,-0.1,-11,0.8,0.7,38,-17,2,3
C=CCN1C(=O)C(CC(=O)O)SC1=Nc1ccc(C(=O)O)cc1 (configuration not stated),-7,0.8,-11,1.8,1.0,-10,5,2,-18
O=C(c1ccco1)N1CCN(S(=O)(=O)c2ccc3c(c2)OCCO3)CC1,-7,-0.2,-6,-0.5,-1.7,9,-17,1,-16
CCN(CC)c1ccc2cc(-c3nc4ccccc4[nH]3)c(=O)oc2c1,-80,55*,45,128*,-2.3,100*,-34,79*,96*[5 µM]
O=C(COC(=O)c1n[nH]c2ccccc12)c1cc(F)ccc1F,-10,1.6,-10,1.2,0.0,20,-4,0,8
CC(C)(C)Cc1nnc(NC(=O)CN2C(=O)c3ccccc3C2=O)s1,-1,0.7,-3,3.3,0.0,7,-7,-7,29
O=C(Nc1nnc(C2CC2)s1)C1COc2ccccc2O1 (configuration not stated),-13,0.6,-16,-0.5,12,10,-35,2,-54
Nc1nc(-c2ccc3c(c2)CCC(=O)N3)cs1,-3,0.9,-4,0.1,-1.1,-2,-5,-1,23
O=C1C2CCCN2C(c2ccccc2)N1c1ccc(F)cc1 (configuration not stated),-14,-0.1,-15,1.2,1.1,-22,-11,-2,17
Cc1ccc(NC(=O)CSc2n[nH]c(=O)n2C2CC2)cc1S(=O)(=O)N1CCOCC1,3,0.5,-8,0.5,1.6,24,-5,1,7
Cc1cccc(-c2noc(CCC(=O)Nc3ccc(C(N)=O)cc3)n2)c1,-9,0.4,-5,2.5,-0.2,10,9,0,-23
Cc1cccc(NC(=O)c2cc(NC(=O)C3CC=CCC3C(=O)O)ccc2N2CCOCC2)c1 (configuration not stated),-10,-0.1,-6,-1.0,-1.8,19,-2,-2,-3
c1ccc(Nc2ccnc(Nc3ccccc3)n2)cc1,-2,1.7,-3,-0.3,-21,44,0,0,36
NS(=O)(=O)c1ccc(NN=C2CCN(Cc3ccccc3)CC2)c([N+](=O)[O-])c1,-1,0.2,-7,-0.6,-0.5,33,-10,-10,5
O=P1(c2ccccc2)C=Cn2c1cc1c2CCCC1 (configuration not stated),-7,1.0,-17,1.9,-2.4,-17,-20,·,·
O=C(NCCC1=CCCCC1)c1ccc(F)c(S(=O)(=O)N2CCOCC2)c1,-5,0.2,5,1.3,-3.1,-45,-3,4,-10
O=c1oc2ccccc2c2c1ncn2-c1ccccc1,-16,-0.3,-27,0.7,-3.0,32,-8,-1,-1
CCOC(=O)c1nc(-c2ccccc2)oc1N1CCOCC1,-10,0.8,-13,0.8,0.0,-4,4,0,-2
O=C(O)CNc1nc(-c2ccccc2)c2cc([N+](=O)[O-])ccc2n1,-26,0.9,3,-0.1,0.3,0,-11,-3,32
CC(C)(C)C1CCc2onc(C(=O)NCc3ccc(F)cc3)c2C1 (configuration not stated),-8,-0.7,-14,-1.1,3.3,66,-2,2,-12
CC1CN(C2CCN(S(=O)(=O)c3ccccc3)CC2)CC(C)O1 (configuration not stated),-3,0.2,0,0.7,-1.5,12,·,-2,3
COc1cc2c(cc1N/C=C(\C#N)c1nc(-c3ccccc3)cs1)oc1ccccc12,-69,1.2,20,1.4,-13,-18,-7,-106,·
CCCC(=O)Nc1ccc(C(=O)Nc2nnc(COCC)s2)cc1,1,0.4,4,0.6,1.8,22,-21,4,16
CN(CC1CCOCC1)C(=O)CC1C(=O)NCCN1Cc1ccc(Cl)c(F)c1 (configuration not stated),7,0.8,4,0.9,0.1,-8,-12,3,12
CO/N=C(\C)c1ncc(C(F)(F)F)cc1N1CCOCC1,-8,1.0,16,-0.6,0.1,32,24,-5,21
CCOc1cccc(C(=O)Nc2ccncc2)c1,12,1.6,0,5.5,-4.7,28,-10,-1,9
C=CCn1c(SCC(=O)NC2CCS(=O)(=O)C2)nnc1-c1cc2c(s1)CCC(CC)C2 (configuration not stated),6,-0.5,2,-3.3,0.4,45,-13,-1,24
Cc1c(NC(=O)COC(=O)c2ccc(Br)o2)c(=O)n(-c2ccccc2)n1C,3,1.2,-10,1.0,0.9,-4,-8,0,-3
OCCN1CCN(CC(O)COc2ccc(-c3ccccc3)cc2)CC1 (configuration not stated),5,0.6,6,0.7,2.2,-37,-8,4,22
CCN(CC)S(=O)(=O)c1ccc(OC(C)C)c(N)c1,-2,0.8,-16,0.2,0.9,6,-10,-3,-2
O=C1C(Cl)=C(NCC2CCCO2)C(=O)N1Cc1ccccc1 (configuration not stated),-1,-0.1,10,-1.3,-0.8,-5,-8,-18,13
O=C(CCSc1ccccc1)NCCSc1ccccn1,-2,-0.6,-33,-0.3,-3.1,-17,-11,0,-6
CCOC(=O)C(NC(C)=O)(NS(=O)(=O)c1ccccc1)C(F)(F)F (configuration not stated),-11,0.3,-2,0.3,-1.4,-4,-2,0,8
CCCCCCCC(=O)NC(Nc1ccccc1OC)C(Cl)(Cl)Cl (configuration not stated),-1,-0.2,-15,-1.5,-2.2,88*,-12,2,-33
CCCCCCNC(=O)c1ccc(Br)o1,-2,0.2,-26,-0.2,0.5,-1,·,-1,-16
O=C(Cc1ccccc1)NCC(=O)OCC(=O)c1cccc([N+](=O)[O-])c1,1,0.9,-16,0.7,-1.9,-7,-1,4,-3
Cc1ccc(C2C(C#N)=C(N)N(c3cccnc3)C3=C2C(=O)CCC3)s1 (configuration not stated),-39,1.0,-18,0.8,1.8,13,-7,-36,16
CN1CCN(C(=O)C2=C[C@@H](c3ccc(C(F)(F)F)cc3)C[C@@H](OCc3ccc(CO)cc3)O2)CC1,·,1.6,-16,1.3,2.5,-5,·,-28,-6

Screening results deposited in PubChem BioAssay by several laboratories.

Not a hit list; any-hit rate near 5.9%.
